Bioassay records as filed in PubChem.
Anthrax LF inh2 – anthrax lethal factor protease inhibition; P15917; multiplex microsphere protease cleavage assay, LF; inhibition, % at 10 µM; 360,000 compounds, 0.12% hits; AID 588501; further: plate controls were buffer without enzyme for full effect and enzyme alone for no effect
Target sequence (P15917 whole entry, looked up): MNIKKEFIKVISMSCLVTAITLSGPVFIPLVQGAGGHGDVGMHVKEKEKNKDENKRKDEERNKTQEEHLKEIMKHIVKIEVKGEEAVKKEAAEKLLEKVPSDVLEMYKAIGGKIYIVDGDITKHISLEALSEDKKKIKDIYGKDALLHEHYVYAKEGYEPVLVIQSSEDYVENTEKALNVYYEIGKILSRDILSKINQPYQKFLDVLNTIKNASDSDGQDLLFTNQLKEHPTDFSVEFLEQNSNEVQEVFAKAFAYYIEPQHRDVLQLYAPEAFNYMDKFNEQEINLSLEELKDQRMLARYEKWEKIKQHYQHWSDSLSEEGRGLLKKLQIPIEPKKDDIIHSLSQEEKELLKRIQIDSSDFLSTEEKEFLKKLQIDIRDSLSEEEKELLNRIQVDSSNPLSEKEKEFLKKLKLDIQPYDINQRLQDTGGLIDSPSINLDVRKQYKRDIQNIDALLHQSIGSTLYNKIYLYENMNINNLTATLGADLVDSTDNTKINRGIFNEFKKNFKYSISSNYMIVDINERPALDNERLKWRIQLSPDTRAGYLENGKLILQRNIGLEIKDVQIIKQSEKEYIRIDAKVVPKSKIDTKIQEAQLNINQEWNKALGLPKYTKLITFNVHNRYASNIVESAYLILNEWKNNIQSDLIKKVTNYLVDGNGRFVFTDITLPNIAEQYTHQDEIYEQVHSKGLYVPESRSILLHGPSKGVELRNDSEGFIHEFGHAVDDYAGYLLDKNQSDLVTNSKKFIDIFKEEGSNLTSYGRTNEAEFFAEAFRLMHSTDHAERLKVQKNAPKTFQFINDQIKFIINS
SARS 3CLpro inh – SARS-CoV 3CLpro protease inhibition; P0C6X7; recombinant SARS-CoV 3CLpro, quenched FRET peptide cleavage; inhibition, % at 6 µM; 290,000 compounds, 0.14% hits; in the data active means inhibition above about 12%
PfHsp40 yeast – rescue of PfHsp40-mediated yeast toxicity. S. cerevisiae expressing PfHsp40, growth rescue, ATP luminescence. growth rescue, % at 12.5 µM. 340,000 compounds, 0.68% hits; in the data active means growth rescue above about 28%, passing the limit was not always enough; inconclusive means no clear call, values can overlap the other calls;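 further: yeast W303a lacking pdr1 and pdr3 grown in galactose medium; growth measured after three days at 30 °C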
Y pestis TopoI – Y. pestis Topo-I inhibition via cleavage products; Y. pestis Topo-I cleavage product accumulation, plate reader; activity, % at 10 µM; 360,000 compounds, 0.064% hits; in the data active means activity above about 50%, passing the limit was not always enough; inconclusive means no clear call, values can overlap the other calls; further: inactives centre near 2
BH1578 lux ind – inducers of Vibrio cholerae quorum light production without autoinducers; 350,000 compounds, 0.16% hits; activation, % at 18.7 µM; V. cholerae BH1578 lux reporter, luminescence, 6 h; in the data active means activation mostly above about 9.7%, no sharp cut-off; inconclusive means no clear call, values can overlap the other calls; inactive means mostly below about 3.7%; further: not every result past the cut was called active; inactives centre near 0; reference of the scale not given here
PrPC TRFRET – inhibitors of human cell surface prion protein PrPC | AID 720596 | TR-FRET read-out | P04156 | inhibition, % at 13.8 µM | 370,000 compounds, 0.43% hits; in the data active means inhibition above about 24%; further: 0% = median of the test wells and 100% = reference compound wells
BoNT A protease – BoNT A light chain protease inhibition. AID 588499. inhibition, % at 10 µM. multiplex microsphere protease substrate cleavage, flow cytometry. 360,000 compounds, 0.17% hits; further: plate controls were buffer without enzyme for full effect and enzyme alone for no effect
TcdB inh – inhibitors of Clostridioides difficile toxin B glycohydrolase. inhibition, % at 9.99 µM. 350,000 compounds, 0.24% hits. TcdB glycohydrolase enzymatic assay, plate reader; in the data active means inhibition above about 10%
PriA SSB inh – K. pneumoniae PriA-SSBct interaction inhibition | inhibition, % at 33 µM | AID 1272365 | AlphaScreen SSBct-PriA binding, biotinylated peptide | 430,000 compounds, 0.6% hits; in the data active means inhibition mostly above about 37%, no sharp cut-off; inactive means mostly below about 20%;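 further: plate controls were negative control peptide for no effect and reference peptide for full effect; strong numbers were not always called active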
Starred values were filed as active, the others as inactive; i = inactive; ? = inconclusive; . = not tested or not shown. Unless noted, no stated cut-off is given here; in the data, active means inhibition above about 30%; inconclusive means no clear call, values can overlap the other calls; inactive means below that.

[1] CC(C(=O)Nc1ccc(C#N)cc1)N(C)CC(=O)Nc1cccc(F)c1 (stereo not given)
[2] CC(=O)Nc1ccccc1/C=C/c1ccc2c(C)cc(C)c(O)c2n1
[3] CC(C)NS(=O)(=O)c1ccc(CCC(=O)Nc2ccc3c(c2)OCCO3)cc1
[4] N#Cc1ccccc1N=Cc1ccc(Br)cc1
[5] Cc1ccc(NC(=O)CN2C(=O)N/C(=C/c3cc(C)n(-c4cccc(C(=O)O)c4)c3C)C2=O)cc1
[6] C/C(Cc1ccccc1)=N\NC(=O)CNC(=O)c1ccccc1Cl
[7] CCOC(=O)c1c(S(=O)(=O)NCC(C)c2ccccc2)c(C)n(C)c1C (stereo not given)
[8] COc1ccc(-n2c(SCC(=O)Nc3nccs3)nc3c(c2=O)SCC3)cc1

compound no.	1	2	3	4	5	6	7	8
Anthrax LF inh2	3	-1	-1	0	-1	.	-1	-8
SARS 3CLpro inh	3	3	2	-4	4	-1	3	2
PfHsp40 yeast	-0.3	-0.9	0.7	-0.1	-0.3	0.2	-1.1	-0.2
Y pestis TopoI	5	1	-3	-5	7	-4	0	5
BH1578 lux ind	-0.9	-0.3	-0.4	3.1	i	-1.9	-0.2	-0.3
PrPC TRFRET	-1	5	-2	5	-4	-3	5	-2
BoNT A protease	0.7	-1.2	-0.8	-0.2	0.0	.	-1.5	0.2
TcdB inh	1.2	-9.9	-0.4	.	0.5	0.0	1.6	1.5
PriA SSB inh	-11	-1	-13	-29	12	.	2	-15

[9] CCOc1ccc(CCNC(=O)CCn2cccc2)cc1OCC
[10] N=c1c(S(=O)(=O)c2ccc(Br)cc2)cc2c(=O)n3ccccc3nc2n1Cc1ccccc1
[11] O=C(O)c1ccc2c(c1)C(=O)N(c1nccs1)C2=O
[12] CN1CCN(CC(=O)NC23CC4CC(CC(C4)C2)C3)CC1
[13] Cc1cc(=O)n(CC(=O)Nc2cc(Cl)ccc2C)c(C(C)C)n1
[14] Cn1c(CNC(=O)CCNC(=O)c2cccc(F)c2)cc(=O)n(C)c1=O
[15] C=CCNC(=S)/N=c1/scc(C)n1C
[16] N#Cc1ccccc1S(=O)(=O)N1CCN(C(=O)[C@@H]2CCCN2C(=O)c2cccs2)CC1

compound no.	9	10	11	12	13	14	15	16
Anthrax LF inh2	0	7	.	-5	-5	-2	-2	-3
SARS 3CLpro inh	1	-2	-4	1	-1	1	-3	.
PfHsp40 yeast	-0.2	6.8	-0.9	-1.0	-0.5	0.9	-0.9	-0.5
Y pestis TopoI	2	0	-2	-3	6	5	-3	4
BH1578 lux ind	i	i	-0.2	-0.4	-3.7	5.6	-0.2	-3.4
PrPC TRFRET	-3	-1	3	-2	6	-1	7	-7
BoNT A protease	-0.5	4.3	.	-0.9	0.5	-0.3	-1.1	-0.5
TcdB inh	.	0.2	2.2	1.0	0.5	0.5	-0.1	0.5
PriA SSB inh	2	-9	3	-4	-16	4	.	-9

Part of the list above in order of SMILES length, largest number first:
[5] Cc1ccc(NC(=O)CN2C(=O)N/C(=C/c3cc(C)n(-c4cccc(C(=O)O)c4)c3C)C2=O)cc1
[10] N=c1c(S(=O)(=O)c2ccc(Br)cc2)cc2c(=O)n3ccccc3nc2n1Cc1ccccc1
[7] CCOC(=O)c1c(S(=O)(=O)NCC(C)c2ccccc2)c(C)n(C)c1C (stereo not given)
[14] Cn1c(CNC(=O)CCNC(=O)c2cccc(F)c2)cc(=O)n(C)c1=O
[13] Cc1cc(=O)n(CC(=O)Nc2cc(Cl)ccc2C)c(C(C)C)n1
[6] C/C(Cc1ccccc1)=N\NC(=O)CNC(=O)c1ccccc1Cl
[12] CN1CCN(CC(=O)NC23CC4CC(CC(C4)C2)C3)CC1
[11] O=C(O)c1ccc2c(c1)C(=O)N(c1nccs1)C2=O
[9] CCOc1ccc(CCNC(=O)CCn2cccc2)cc1OCC

compound no.	5	10	7	14	13	6	12	11	9
Anthrax LF inh2	-1	7	-1	-2	-5	.	-5	.	0
SARS 3CLpro inh	4	-2	3	1	-1	-1	1	-4	1
PfHsp40 yeast	-0.3	6.8	-1.1	0.9	-0.5	0.2	-1.0	-0.9	-0.2
Y pestis TopoI	7	0	0	5	6	-4	-3	-2	2
BH1578 lux ind	i	i	-0.2	5.6	-3.7	-1.9	-0.4	-0.2	i
PrPC TRFRET	-4	-1	5	-1	6	-3	-2	3	-3
BoNT A protease	0.0	4.3	-1.5	-0.3	0.5	.	-0.9	.	-0.5
TcdB inh	0.5	0.2	1.6	0.5	0.5	0.0	1.0	2.2	.
PriA SSB inh	12	-9	2	4	-16	.	-4	3	2

The results go on.
[17] CCN(CC)c1ccc(/C=C2/C(=O)NC(=O)N(CC3CCCO3)C2=O)cc1 (stereo not given)
[18] CCn1nc(C)c(NC(=O)/C=C/c2ccc(OC)c(COc3ccc(Cl)cc3Br)c2)c1C
[19] CC(=O)Nc1ccc(S(=O)(=O)NC2(C(F)(F)F)NC(=O)N(c3ccc(Cl)cc3)C2=O)cc1 (stereo not given)
[20] CCOC(=O)/C(=C/c1ccc(OC)cc1)NC(=O)c1ccco1
[21] O=C(Nn1cnnc1)c1csc2ccccc12
[22] O=S(=O)(c1cccs1)N1CCN(C/C=C/c2ccccc2)CC1
[23] CNc1nc(-c2c(C)n(C)c3ccc(OC)cc23)cs1
[24] O=C1CC(c2ccccc2)CC(O)=C1C=NCc1ccc(Cl)c(Cl)c1 (stereo not given)

compound no.	17	18	19	20	21	22	23	24
Anthrax LF inh2	-6	-21	0	-1	-2	-4	?	-5
SARS 3CLpro inh	7	-10	0	6	4	-9	-3	0
PfHsp40 yeast	0.6	0.4	0.3	-0.7	0.9	0.5	5.7	2.0
Y pestis TopoI	20	4	3	-3	7	-2	3	-2
BH1578 lux ind	-0.7	-0.5	i	-0.2	-0.5	1.0	0.0	-5.9
PrPC TRFRET	-5	-2	1	-7	2	-2	-8	5
BoNT A protease	-0.5	-4.4	?	-0.1	-0.3	0.8	?	-0.2
TcdB inh	.	.	.	.	.	.	0.8	.
PriA SSB inh	-10	-11	9	-12	-16	11	26	-31

[25] CC1CCCCN1C(=O)CCC(=O)Nc1nnc(C(F)(F)F)s1 (stereo not given)
[26] Cc1ccc(-c2nnc(C)c(N3CCCC3)n2)cc1
[27] COc1cc(C)c(NC(=S)Nc2ccc(C)c(Cl)c2)cc1OC
[28] O=C(O)c1cccc2c1C(=O)c1ccc(-c3ccc(F)cc3OCc3ccccc3)cc1S2(=O)=O
[29] Cc1nn(-c2ccccc2)c(C)c1NC(=O)CCl
[30] c1ccc(CCNCc2cccs2)cc1
[31] CCOc1ccc(CNC(=O)C2CC(=O)N(C3CCCC3)C2)cc1OC (stereo not given)
[32] CN(Cc1ccccc1)C(=O)C1CCN(S(=O)(=O)c2ccc(-n3cnnn3)cc2)CC1

compound no.	25	26	27	28	29	30	31	32
Anthrax LF inh2	-1	1	-4	-3	-2	-10	-9	2
SARS 3CLpro inh	-1	-2	-4	.	-4	1	-1	-4
PfHsp40 yeast	-1.1	-0.5	-0.3	3.3	0.7	-1.1	-0.3	0.4
Y pestis TopoI	0	2	-4	8	-1	-3	-7	0
BH1578 lux ind	i	0.4	-3.8	0.6	-0.4	i	i	-1.5
PrPC TRFRET	3	0	6	.	-1	4	-8	-5
BoNT A protease	1.4	-0.4	-0.7	0.1	-1.0	-4.2	0.3	-0.5
TcdB inh	-3.6	-0.4	.	.	.	0.9	.	0.0
PriA SSB inh	-1	-11	3	4	-18	-9	-19	11

[33] N#CC(C(=O)NCCc1ccccc1)c1nc2ccccc2nc1N1CCOCC1 (stereo not given)
[34] O=C(CN1C(=O)NC2(CCCC2)C1=O)N1CCN(S(=O)(=O)c2ccccc2)CC1
[35] O=C(CCc1ccccc1)NNC(=O)Cc1ccccc1
[36] Cc1ccc(-c2n[nH]c3c2C(c2cccc(O)c2)N(c2ccc(C(=O)O)cc2)C3=O)cc1 (stereo not given)
[37] O=C(COC(=O)c1ccc(Br)c(S(=O)(=O)N2CCOCC2)c1)NCCc1ccccc1
[38] CC(=C1C(=O)c2ccccc2C1=O)N1CCN(CCN=CC2=C(O)CC(C)(C)CC2=O)CC1
[39] COC(=O)C1=C(C)N(c2ccc(C)c(C)c2)/C(=C/c2ccc(O)cc2)C1=O
[40] O=C(c1ccccc1)N1CCN(c2ncnc3c2cnn3-c2ccccc2)CC1

compound no.	33	34	35	36	37	38	39	40
Anthrax LF inh2	-2	-7	0	-6	-2	-1	0	0
SARS 3CLpro inh	-2	5	0	-3	.	3	1	1
PfHsp40 yeast	2.6	0.0	?	1.7	1.5	2.2	-0.6	1.2
Y pestis TopoI	2	-8	-1	9	22	-1	-6	3
BH1578 lux ind	-3.1	-0.7	0.6	i	-1.2	-0.3	i	-0.3
PrPC TRFRET	2	-3	10	6	1	-5	5	9
BoNT A protease	1.0	-0.5	0.5	-1.6	0.2	-0.2	-0.3	-1.6
TcdB inh	.	-0.1	-0.3	-0.2	0.8	0.7	0.9	.
PriA SSB inh	-16	-4	-6	-5	-6	-11	2	2

[41] Cc1ccccc1NC(=O)Cc1nnc(SCC(=O)N2CCOCC2)n1C
[42] COc1ccc(N(C)C(=O)c2cc3c(s2)-c2c(C)cccc2OC3)c(OC)c1
[43] COc1ccc(-c2nnc(CSc3nc4ccccc4c(=O)n3C)o2)cc1OC
[44] CC(NC(=O)CCC(=O)NC(C)c1ccccc1)c1ccccc1 (stereo not given)
[45] O=C(c1ccc([N+](=O)[O-])cc1)N1CCN(c2ncccn2)CC1
[46] CC(C)c1ccc(/C=N\NC(=O)c2ccc(Cn3cccn3)o2)cc1
[47] CN(Cc1ccccc1)C(=O)c1ncn(Cc2ccccc2)c1C(=O)N(C)Cc1ccccc1
[48] CCOC(=O)c1cc(-c2ccccc2)nc2ccc(C)cc12

compound no.	41	42	43	44	45	46	47	48
Anthrax LF inh2	-2	0	-3	4	3	-3	3	2
SARS 3CLpro inh	-2	5	2	-2	.	4	.	-2
PfHsp40 yeast	1.6	1.4	0.9	-0.2	-0.2	-1.4	1.8	0.1
Y pestis TopoI	1	6	-2	-4	-11	0	24	5
BH1578 lux ind	4.5	i	-0.3	i	-0.1	-0.5	i	-0.5
PrPC TRFRET	-3	-3	.	-1	-23	2	-1	-2
BoNT A protease	-1.0	-1.4	-0.5	-0.7	-0.4	-1.6	-0.3	0.8
TcdB inh	2.1	1.2	0.3	0.5	-1.2	-0.5	1.3	0.4
PriA SSB inh	-4	-1	0	-6	-13	.	-21	-26

[49] Cc1sc2nc(COC(=O)Cc3ccccc3)[nH]c(=O)c2c1C
[50] CC1CCN(CCCNC(=O)C2CCN(S(=O)(=O)N3CCCCC3)CC2)CC1
[51] Cc1ccc(C(C)C)c(OCC(=O)NNCC(=O)Nc2cccc(F)c2)c1
[52] COc1ccc(-c2csc(NC(C)c3nc4cc(Cl)c(N5CCCCC5)cc4n3CCOCCO)n2)cc1 (stereo not given)
[53] Cn1c(/C=C/c2ccc(Br)cc2)c([N+](=O)[O-])c(=O)n(C)c1=O
[54] S=C(Nc1ccc(CN2CCCCC2)cc1)Nc1cccc(Cl)c1Cl
[55] O=C(c1cccc(Cl)c1)N1CCN(C(=O)c2ccccc2F)CC1
[56] O=C(CCC1CCCC1)N[C@@H](Cc1ccc(O)cc1)C(=O)O
[57] COc1ccc(F)cc1C(=O)C1CCCN(Cc2ccc(Sc3nncn3C)o2)C1 (stereo not given)

compound no.	49	50	51	52	53	54	55	56	57
Anthrax LF inh2	4	-4	3	-4	-8	-4	0	-3	2
SARS 3CLpro inh	7	-7	.	.	1	0	0	0	-4
PfHsp40 yeast	2.7	-1.5	1.7	-0.5	-0.4	-0.2	-0.8	0.3	0.0
Y pestis TopoI	-4	4	16	10	-8	-13	0	-1	6
BH1578 lux ind	i	-4.0	i	i	i	-1.4	-0.8	-0.2	.
PrPC TRFRET	1	-5	4	3	-6	-5	7	2	8
BoNT A protease	-0.7	-0.7	0.4	-0.5	0.0	-0.3	0.0	0.0	-0.6
TcdB inh	.	.	-0.8	0.4	-8.7	0.6	.	0.4	-11
PriA SSB inh	-16	-17	3	14	14	6	7	9	-15

An excerpt (hit frequency here may not be typical).
